PP5 primary = PP5 phosphatase inhibitors, primary screen, biochemical, fluorescence. Serine/threonine-protein phosphatase 5 (Homo sapiens), P53041. purified PP5c, OMFP substrate fluorescence. inhibition, % at 6.7 µM. 0.18% of 320,000 active. AID 1987, 2009;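 active = inhibition above the campaign's mean inhibition across all tested compounds plus 3 SD, cut at about 9.5% in these data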;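 note: 0% = DMSO only and 100% = 100 µM cantharidin control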
Target sequence (P53041 whole entry, looked up): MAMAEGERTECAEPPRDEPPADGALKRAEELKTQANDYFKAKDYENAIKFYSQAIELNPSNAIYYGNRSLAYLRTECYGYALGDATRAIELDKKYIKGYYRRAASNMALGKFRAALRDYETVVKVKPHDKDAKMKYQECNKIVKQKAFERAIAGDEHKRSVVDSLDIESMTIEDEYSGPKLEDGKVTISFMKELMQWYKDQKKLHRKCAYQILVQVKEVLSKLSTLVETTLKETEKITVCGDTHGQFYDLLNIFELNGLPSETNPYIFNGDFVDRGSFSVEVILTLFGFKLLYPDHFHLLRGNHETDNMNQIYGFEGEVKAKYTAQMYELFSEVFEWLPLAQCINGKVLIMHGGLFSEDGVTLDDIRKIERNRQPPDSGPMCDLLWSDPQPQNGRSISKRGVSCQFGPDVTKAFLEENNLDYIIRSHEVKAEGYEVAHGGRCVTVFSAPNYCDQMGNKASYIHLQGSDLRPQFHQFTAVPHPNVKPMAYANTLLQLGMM
JMJD2C inh = inhibitors of GASC-1 histone demethylase, primary screen, biochemical, fluorescence, DELFIA europium; Lysine-specific demethylase 4C (Homo sapiens), Q9H3R0; GST-JMJD2C(1-420) H3K9me3 demethylation; inhibition, % at 2.35 µM; 0.069% of 330,000 active; AID 2099, 2009;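 active = more than half of a compound's replicate wells show inhibition beyond 50%, single wells judged on their own value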;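 note: signal counts dimethyl H3K9 product captured on neutravidin plate; 0% = median of DMSO wells and 100% = 0.3 times that DMSO median; strong numbers were not always called active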
proCasp7 act = procaspase-7 activators, primary screen, counter-screen for procaspase-3 activator project, biochemical, absorbance, HTS, human; Caspase-7 (Homo sapiens), P55210; recombinant procaspase-7, Ac-DEVD-pNA absorbance 405 nm; D23A/D198A/D206A triple mutant, cannot self-cleave; scale: DMSO 0, 5 µM enzyme 100; activation, % at 8.5 µM; 0.093% of 330,000 active;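 active = percent activation above the screen-wide mean plus 3 SD, cut at about 25% in these data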
Target sequence (P55210 whole entry D23A/D198A/D206A): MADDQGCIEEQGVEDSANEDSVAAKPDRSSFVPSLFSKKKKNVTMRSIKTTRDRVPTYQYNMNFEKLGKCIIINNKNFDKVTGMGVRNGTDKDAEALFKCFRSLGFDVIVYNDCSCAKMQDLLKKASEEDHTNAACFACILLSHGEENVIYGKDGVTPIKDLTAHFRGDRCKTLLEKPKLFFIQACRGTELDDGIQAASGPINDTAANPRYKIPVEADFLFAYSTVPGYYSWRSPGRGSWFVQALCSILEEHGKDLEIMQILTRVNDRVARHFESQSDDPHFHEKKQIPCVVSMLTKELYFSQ
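Assay system: Uncleavable procaspase-7 mutant enzyme | Input: 2 µM procaspase-7 mutant as dispensed | Timing: 1 h compound preincubation, 2 h substrate cleavage, 25 °C | Repeats: One well per compound | Control set: DMSO wells as 0%, DMSO with 5 µM added PC-7 as 100% | Technique: Epi-absorbance of released pNA at 405 nm, two timepoints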
proCasp3 act = activators of human procaspase-3 D3A mutant, primary screen, biochemical, absorbance, PC-3 D3A mutant, single concentration | Caspase-3 (Homo sapiens), P42574 | recombinant procaspase-3 D3A, Ac-DEVD-pNA absorbance 405 nm | activation, % at 8.5 µM | 0.11% of 330,000 active;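 active = activation above the mean of all tested compounds plus 3 SD, cut at about 21% in these data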;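 note: 0% = DMSO alone and 100% = DMSO wells spiked with extra 5 µM PC-3 D3A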
Target sequence (P42574 whole entry D9A/D28A/D175A): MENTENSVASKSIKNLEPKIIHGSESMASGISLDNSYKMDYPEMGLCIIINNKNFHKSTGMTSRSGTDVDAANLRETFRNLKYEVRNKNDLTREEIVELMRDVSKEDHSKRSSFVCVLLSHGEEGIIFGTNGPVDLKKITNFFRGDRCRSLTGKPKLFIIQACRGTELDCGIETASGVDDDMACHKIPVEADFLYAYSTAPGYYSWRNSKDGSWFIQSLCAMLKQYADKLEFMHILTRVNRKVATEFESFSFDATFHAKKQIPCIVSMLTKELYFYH
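Compound: 8.5 µM single point, 0.8% DMSO / Material: Autoprocessing-dead procaspase-3 D3A mutant enzyme / Timing: 1 h preincubation plus 2 h reaction at 25 °C / Medium: Zinc-free HEPES/NaCl buffer with 0.01% Triton X-100 at pH 7.4 / Technique: 405 nm absorbance of p-nitroaniline, reads at 0 and 120 min / Repeats: one well per compound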
TPT1 inh = Candida albicans TPT1 enzyme inhibitors, primary screen, biochemical, fluorescence polarization | inhibition, % at 5 µM | tRNA 2'-phosphotransferase TPT1 (Candida albicans SC5314) | AID 1962, 2009 | recombinant caTPT1, FP RNA substrate dephosphorylation | 0.81% of 300,000 active;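 active = inhibition above the mean of all tested compounds plus 3 SD, set per screening campaign, cut at about 24% in these data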;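 note: plate controls were DMSO alone for no effect and ferristatin control at 100 nM for full effect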
Fh CTSL1 inh = Fasciola hepatica cathepsin L1 inhibitors, primary screen, counter-screen for PFM18AAP inhibitor project, biochemical, QFRET, fluorogenic peptide substrate. recombinant F. hepatica cathepsin L1, Z-Leu-Arg-MCA fluorescence. inhibition, % at 5.96 µM. 0.49% of 300,000 active. AID 1906, 2009;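 active = inhibition above the mean of all tested compounds plus 3 SD, set per screening campaign, cut at about 17% in these data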;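 note: 0% = plate median of test compound wells and 100% = 1 µM Z-Phe-Ala-diazomethylketone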
HCV core dimer = inhibitors of HCV core protein dimerization, primary screen, biochemical, TR-FRET, high-throughput | inhibition, % at 5 µM | 0.33% of 300,000 active | TR-FRET GST/Flag-core106 dimerization, 1536-well | AID 1899, 2009;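 active = inhibition above the mean of all tested compounds plus 3 SD, set per screening campaign, cut at about 45% in these data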
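System: GST/Flag-tagged HCV core106 proteins. Incubation: compound-protein-antibody incubation 4 h at 22.5 °C. Technique: HTRF with 340 nm excitation, 617/671 nm emission. Medium: KF-containing HEPES buffer, pH 7.45, DTT, CHAPS, BSA. Read-out: inhibition (%) from 671 over 617 nm ratio. Also added: Eu(K)-anti-GST 90 ng/mL plus XL665-anti-Flag 1 µg/mL.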
Efflux pump inh = inhibitors of Candida efflux pumps in yeast, primary screen, S. cerevisiae, Nile Red, multiplex. AID 485275, 2010. inhibition, % at 10 µM. S. cerevisiae Candida pump triplex. 0.44% of 330,000 active;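 active = plate passing quality check with inhibition over a set limit, or well fluorescence over plate mean plus 4 SD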;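 note: Nile Red retained in pooled yeast measured as flow cytometry median fluorescence; 0% = buffer negative control and 100% = Enniatin B positive control; higher means more Nile Red kept so more efflux inhibition; some compounds called inactive have numbers as strong as hits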
PP1 counter = PP1-alpha phosphatase inhibitors, primary screen, counter-screen for PP5 inhibitor project, biochemical, fluorescence, OMFP substrate, single point; purified PP1alpha; inhibition, % at 6.7 µM; 0.9% of 320,000 active;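 active = inhibition above the mean inhibition of all tested compounds plus 3 SD, computed separately for each screening campaign, cut at about 15% in these data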
Numbers without * were called inactive; i = inactive; · = no result given.

SMILES	PP5 primary	JMJD2C inh	proCasp7 act	proCasp3 act	TPT1 inh	Fh CTSL1 inh	HCV core dimer	Efflux pump inh	PP1 counter
COc1cc(C=O)ccc1OC(=O)Nc1ccccc1	12*	3	4	-9	-2	3	0	0.0	-2
CCN(C(=O)c1ccco1)c1nc(CC(=O)Nc2ccc(Cl)cc2)cs1	1.6	-17	-4	10	3	-3	5	0.0	-1
Cc1n[nH]c(C)c1S(=O)(=O)N1CCN(c2ccccn2)CC1	2.3	17	-3	0	0	-3	-8	-0.3	-1
COc1cccc(C2C(C#N)=C(N)N(N(C)C)C3=C2C(=O)CC(C)(C)C3)c1OC (stereo unspecified)	1.6	18	8	2	-2	-1	-6	0.0	0
O=C(CC12CC3CC(CC(Br)(C3)C1)C2)NC1CCCC1	1.6	18	1	-3	-4	-1	-2	0.0	-3
CCC(C)NCCOc1cc(C)cc(C)c1C (stereo unspecified)	2.4	-5	0	5	0	1	-5	0.0	-2
COc1ccccc1N(CC(=O)Nc1cc(S(=O)(=O)N(C)C)ccc1C)S(=O)(=O)c1cccs1	·	-5	-1	4	·	·	·	0.4	·
O=C(Cc1cccs1)Nc1nnc(SCC(=O)NC2CCCCC2)s1	-0.9	7	0	3	3	-2	-1	-0.1	0
NC(=O)c1ccc(Sc2nnc(-c3cccs3)n2CC2CCCO2)c([N+](=O)[O-])c1 (stereo unspecified)	-2.9	-7	9	-3	1	3	1	0.1	0
CCC(NC(=O)c1ccc(C#CC2(O)CCCCC2)cc1)C(=O)O (stereo unspecified)	0.1	6	8	2	-1	2	2	0.0	-1
Cc1c(NC(=O)c2ccc(N3CCCC3)c([N+](=O)[O-])c2)cccc1-c1nc2ccccc2s1	3.3	-4	5	-1	0	1	12	-0.1	9
CCc1nnc(SCc2ccc(C(=O)OC)o2)n1N	-1.1	-14	6	6	-2	1	-6	0.0	4
O=C(CSC(=S)N1CCCC1)c1cc(Br)cc(Br)c1O	0.8	58*	-4	-8	-4	1	37	0.4	0
CCOc1cc(C(=S)N2CCOCC2)ccc1O	-2.2	9	-17	-6	-3	3	5	0.0	-2
Cc1ccc2ncccc2c1NS(=O)(=O)c1ccccc1	-0.2	6	-9	6	-3	1	-6	-0.1	-2
CC(=O)c1c(C)[nH]c(C(=O)OCC(=O)Nc2c(C)cccc2C)c1C	0.2	16	11	-3	·	·	·	0.0	-3
CCC(=O)N1CCc2cc(Br)cc(S(=O)(=O)NCCCN(CC)Cc3ccccc3)c21	2.1	-3	6	5	-3	-1	-1	-0.3	-2
S=C(Nc1ccccc1)N1CCCCCCC1	0.8	10	4	2	-1	3	3	0.0	-2
COc1ccc(OC)c(Nc2nc(NCc3ccco3)nc(N)c2[N+](=O)[O-])c1	-0.1	3	-4	-4	-4	1	0	-0.1	7
Cn1c(=O)c2c(ncn2CCN(CCO)Cc2ccccc2)n(C)c1=O	-0.8	31	7	12	-1	2	3	-0.1	0
Cc1nc(NCc2ccc3c(c2)OCO3)c2oc3ccccc3c2n1	2.8	-2	-4	-5	3	-4	6	0.0	0
O=C(N/N=C/c1cccc([N+](=O)[O-])c1)c1cnccn1	-0.7	1	5	6	-5	4	-15	-0.1	-2
CCCCNC(=O)CN(c1ccc(Cl)c(Cl)c1)S(C)(=O)=O	2.5	-20	0	5	2	-8	-4	0.5	5
COC(=O)C1CCN(c2nc3ccccc3nc2C(C#N)C(=O)NCCc2ccccc2)CC1 (stereo unspecified)	3.6	-5	-1	-6	-2	-3	-1	-0.1	-1
COc1ccccc1NC(=O)C(NC(=O)OC(C)(C)C)C(C)OCc1ccccc1 (stereo unspecified)	-0.3	-21	-7	1	-1	1	-3	0.1	-1
N=c1sccn1CC(=O)Nc1ccccc1Cc1ccccc1	-1.2	10	11	-9	2	5	-5	0.1	-2
COc1ccc(-n2c(SCC(=O)O)nc3sc4c(c3c2=O)CCC4)cc1	0.8	-7	6	6	-1	1	3	0.1	1
CCCCN(C(=O)c1cc2ccccc2o1)c1c(N)n(CCCC)c(=O)[nH]c1=O	-0.4	22	5	-1	·	·	·	-0.3	1
CC(C)N(C(=O)COC(=O)c1ccccc1C(=O)c1ccc(Cl)c([N+](=O)[O-])c1)C(C)C	-1.4	-8	8	1	-3	5	6	-0.1	1
CCOc1ccc(C(=O)C(c2ccccc2)N2CCOCC2)cc1 (stereo unspecified)	-0.2	-12	10	-5	0	3	1	0.1	-1
NC(=O)C1CCN(C(=O)C2CCC(=O)N(C3CCCCCC3)C2)CC1 (stereo unspecified)	2.8	5	4	7	0	-4	0	0.6	-4
Cc1nn(-c2ccccc2)c(C)c1C(=O)OCC(=O)NC(=O)NC1CCCCC1	1.5	3	14	4	-2	2	1	0.0	2
CC(=O)C1=C(O)C(=O)N(CCc2c[nH]c3ccccc23)C1c1ccc(C)cc1 (stereo unspecified)	3.7	-1	5	2	0	-5	0	-0.1	26*
CN(C)CCNc1c2c(nc3nnnn13)CCCC2	2.5	-1	-5	11	-1	-5	-19	0.0	2
CNC(=S)NNC(=O)c1sccc1OCc1ccc(C)cc1	-2.3	-1	6	-9	-1	0	-9	0.2	-1
COc1ccc([C@H]2CC(=O)C=C(C#CC(C)(C)C)C2)cc1	0.0	-6	4	13	·	·	·	-0.1	-1
CCOCCCNC(=S)Nc1ccc(S(N)(=O)=O)cc1	1.7	13	-3	-7	-5	2	2	0.0	-8
CC1CCc2nc(NC(=O)CN3CCOCC3)sc2C1 (stereo unspecified)	-0.1	-2	5	12	1	2	-2	-0.1	-3
Cc1ccccc1C1CC(c2ccccc2)Nc2ncnn21 (stereo unspecified)	0.1	8	1	1	-2	1	-2	-0.2	0
CC(=O)c1sc(N/N=C2\CC3CCC2(C)C3(C)C)nc1C (stereo unspecified)	3.1	22	0	-4	1	2	0	0.2	-2
CN(c1ccc(-c2csc(NC(=O)C3CC(=O)N(Cc4ccco4)C3)n2)cc1)S(C)(=O)=O (stereo unspecified)	1.9	8	-1	-1	·	·	·	0.3	4
COc1ccc(CCN(C)C(=O)COc2ccc(C(=O)c3ccccc3)cc2)cc1OC	-3.4	-27	3	0	2	2	-4	0.0	2
CC(NC(=O)Nc1ccc(Cl)c(Cl)c1)C(c1ccccc1)N1CCOCC1 (stereo unspecified)	3.8	-1	-8	4	-1	-4	-1	0.1	1
COc1ccccc1N1CCN(c2nc(C)cc(C)c2C#N)CC1	2.7	1	2	1	-2	2	4	-0.2	0
COCc1[nH][nH]c(=O)c1C=Nc1ccc(Cl)cc1	1.9	i	12	-1	-5	0	-3	0.0	1
Nc1n[nH]c(C2CCCCC2)n1	-1.6	3	6	5	0	-3	-2	0.0	-2
Cc1onc(-c2c(F)cccc2Cl)c1C(=O)OCn1nnc2ccccc2c1=O	3.1	7	4	-1	-4	4	11	0.1	3
Cn1c(=O)n(CCc2ccccc2)c2ccccc21	1.7	-1	-6	-5	-1	-4	7	-0.1	8
O=C(CN1C(=O)S/C(=C\c2cc(Cl)c(O)c(Cl)c2)C1=O)Nc1ccccc1	4.6	-1	-6	-3	96*	5	-6	0.3	0
N=c1c(C(=O)NC2CCCCC2)cc2c(=O)n3ccccc3nc2n1CCc1ccccc1	1.7	1	-2	-6	0	-4	-4	-0.4	0
Cn1c(SCC(=O)Nc2nccs2)nnc1-c1ccc(S(=O)(=O)N2CCCC2)cc1	3.5	-6	-2	6	0	-7	4	0.6	3
COc1cc(/C=C/C(=O)OCC(=O)NC(=O)NC(C)(C)C)ccc1OCC#N	4.0	-7	2	3	-2	-14	-5	-0.2	-2
COc1ccccc1NC(=O)NNC(=O)COc1ccc2ccccc2c1	0.7	-5	-1	1	1	-6	16	-0.2	-4
CC(=O)c1ccc(N2CCN(C(=O)CCS(=O)(=O)c3ccc4c(c3)CCN4C(C)=O)CC2)cc1	-0.6	14	16	11	-3	0	2	-0.1	-4
CC(=O)c1cc(-c2ccccc2)n(CC(=O)NC(C)(C)C)c1C	2.6	-2	3	13	-1	2	-9	0.0	2

Profiles from above. Values in the order: PP5 primary | JMJD2C inh | proCasp7 act | proCasp3 act | TPT1 inh | Fh CTSL1 inh | HCV core dimer | Efflux pump inh | PP1 counter
COc1ccccc1NC(=O)NNC(=O)COc1ccc2ccccc2c1 across the screens: 0.7 | -5 | -1 | 1 | 1 | -6 | 16 | -0.2 | -4
O=C(CN1C(=O)S/C(=C\c2cc(Cl)c(O)c(Cl)c2)C1=O)Nc1ccccc1 across the screens: 4.6 | -1 | -6 | -3 | 96* | 5 | -6 | 0.3 | 0
COc1cc(/C=C/C(=O)OCC(=O)NC(=O)NC(C)(C)C)ccc1OCC#N across the screens: 4.0 | -7 | 2 | 3 | -2 | -14 | -5 | -0.2 | -2
N=c1c(C(=O)NC2CCCCC2)cc2c(=O)n3ccccc3nc2n1CCc1ccccc1 across the screens: 1.7 | 1 | -2 | -6 | 0 | -4 | -4 | -0.4 | 0

Another view of six compounds above:
smiles | PP5 primary | JMJD2C inh | proCasp7 act | proCasp3 act | TPT1 inh | Fh CTSL1 inh | HCV core dimer | Efflux pump inh | PP1 counter
Cn1c(=O)n(CCc2ccccc2)c2ccccc21 | 1.7 | -1 | -6 | -5 | -1 | -4 | 7 | -0.1 | 8
CC(=O)c1cc(-c2ccccc2)n(CC(=O)NC(C)(C)C)c1C | 2.6 | -2 | 3 | 13 | -1 | 2 | -9 | 0.0 | 2
N=c1c(C(=O)NC2CCCCC2)cc2c(=O)n3ccccc3nc2n1CCc1ccccc1 | 1.7 | 1 | -2 | -6 | 0 | -4 | -4 | -0.4 | 0
Nc1n[nH]c(C2CCCCC2)n1 | -1.6 | 3 | 6 | 5 | 0 | -3 | -2 | 0.0 | -2
COc1cc(/C=C/C(=O)OCC(=O)NC(=O)NC(C)(C)C)ccc1OCC#N | 4.0 | -7 | 2 | 3 | -2 | -14 | -5 | -0.2 | -2
O=C(CN1C(=O)S/C(=C\c2cc(Cl)c(O)c(Cl)c2)C1=O)Nc1ccccc1 | 4.6 | -1 | -6 | -3 | 96* | 5 | -6 | 0.3 | 0

Compound activity as filed in PubChem.
